SRC1 inh – inhibitors of human steroid receptor coactivator 1 (SRC1). Q15788. HEK293 GAL4-SRC1 luciferase reporter, luminescence. inhibition, % at 3.6 µM. 360,000 compounds, 0.12% hits;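 active means inhibition above the campaign mean plus 3 SD, with each screening campaign given its own cutoff, cut at about 60% in these data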;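 further: 0% = DMSO treated cells and 100% = gossypol at 36 µM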
ABHD5 PLIN5 PPI – inhibitors of human ABHD5-perilipin-5 interaction | Split G. princeps luciferase complementation, luminescence, 4 h | inhibition, % at 4 µM | 360,000 compounds, 0.78% hits | AID 602281;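 active means inhibition above the mean inhibition across every tested compound plus 3 SD, cut at about 22% in these data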;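 further: 0% = DMSO only wells and the 100% control is not disclosed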
Target sequence (Q00G26 whole entry, looked up): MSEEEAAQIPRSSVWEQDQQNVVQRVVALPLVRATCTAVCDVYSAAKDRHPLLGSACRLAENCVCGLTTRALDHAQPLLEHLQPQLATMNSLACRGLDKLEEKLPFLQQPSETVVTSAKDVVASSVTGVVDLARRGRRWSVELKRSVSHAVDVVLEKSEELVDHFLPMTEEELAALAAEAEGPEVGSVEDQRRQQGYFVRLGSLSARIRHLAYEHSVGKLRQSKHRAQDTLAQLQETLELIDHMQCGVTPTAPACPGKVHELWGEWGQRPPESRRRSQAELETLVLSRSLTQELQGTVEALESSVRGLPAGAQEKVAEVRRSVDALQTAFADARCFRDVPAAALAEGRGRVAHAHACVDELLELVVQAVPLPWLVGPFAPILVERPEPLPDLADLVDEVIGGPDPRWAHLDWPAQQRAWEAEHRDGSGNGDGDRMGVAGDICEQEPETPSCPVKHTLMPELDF
Target sequence (Q8WTS1 whole entry, looked up): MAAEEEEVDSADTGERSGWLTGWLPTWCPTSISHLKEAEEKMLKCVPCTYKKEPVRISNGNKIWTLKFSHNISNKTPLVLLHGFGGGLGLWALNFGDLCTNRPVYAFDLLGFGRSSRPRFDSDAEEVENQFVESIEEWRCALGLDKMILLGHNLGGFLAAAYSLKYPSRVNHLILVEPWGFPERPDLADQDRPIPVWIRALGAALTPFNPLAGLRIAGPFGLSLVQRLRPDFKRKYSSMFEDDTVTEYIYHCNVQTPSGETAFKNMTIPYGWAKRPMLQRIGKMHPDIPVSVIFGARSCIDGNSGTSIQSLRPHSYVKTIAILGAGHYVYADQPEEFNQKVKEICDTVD
COUP-TFII inh – NR2F2 (human) inhibition, primary screen | inhibition, % at 8.6 µM | 370,000 compounds, 0.7% hits | AID 686940 | HEK293T NGFI-A luciferase reporter, luminescence;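 active means inhibition above a per-plate cutoff, mean inhibition of test wells between control levels plus 3 SD, cut at about 38% in these data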;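 further: cells cotransfected with COUP-TFII expression vector driving the NGFI-A reporter; 0% = median of COUP-TF2 test wells and 100% = reporter-only cells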
NOD2 RIPK2 PPI – inhibitors of human NOD2-RIPK2 interaction; inhibition, % at 4.98 µM; AID 624267; 360,000 compounds, 0.38% hits; CHO BLA complementation NOD2-RIPK2, CCF4 ratio; O43353; in the data active means inhibition above about 21%;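 further: 0% = vehicle only and 100% = reference blocker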
Exocytosis inh – lytic granule exocytosis inhibition | AID 651702 | TALL-104 LAMP-1 surface exposure, flow cytometry; cells stimulated with thapsigargin and PMA | 360,000 compounds, 0.66% hits | inhibition, % at 10 µM;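 active means inhibition above about 55%, limit read from the data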
SRC2 inh – inhibits human steroid receptor coactivator 2; HEK293 GAL4-SRC2 luciferase reporter, luminescence; inhibition, % at 9 µM; 370,000 compounds, 0.17% hits;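 active means inhibition above the mean inhibition of all tested compounds plus 3 SD, set per campaign, cut at about 52% in these data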;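 further: 0% = DMSO treated cells and 100% = cells given Gossypol at 36 µM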
SRC3 inh – human NCOA3 inhibition; 360,000 compounds, 0.17% hits; HEK293 GAL4-SRC3 luciferase reporter, luminescence; inhibition, % at 3.6 µM;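 active means inhibition above a per-campaign cutoff, the mean of all compounds plus 3 SD, cut at about 60% in these data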;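 further: 0% = DMSO-treated cells and 100% = gossypol-treated cells at 36 µM; higher means less SRC3-driven luciferase light from the GAL4 reporter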
TLR9-MyD88 block – inhibitors of human TLR9-MyD88 binding | CHO BLA complementation TLR9-MyD88, CCF4 FRET ratio | inhibition, % at 4.98 µM | 340,000 compounds, 0.21% hits | Q9NR96+Q99836 | AID 504734;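 active means inhibition above the mean over all tested compounds plus 3 SD, cut at about 21% in these data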;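 further: 0% = DMSO only wells and 100% = clavulanate BLA inhibitor control wells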
TROY signal inh – TROY signaling inhibition; inhibition, % at 10 µM; 360,000 compounds, 0.98% hits; Q293 LMP1-TROYcd NF-kB luciferase reporter, 4 h;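 active means compounds whose plate-normalised and pattern-corrected inhibition of the luciferase reporter signal at the single screening dose is 50% or more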
LRH-1 inv ag – suppresses constitutive activity of human LRH-1; O00482; HEK293T StAR-luciferase reporter, LRH-1 transfected, 24 h; inhibition, % at 3.6 µM; 360,000 compounds, 0.13% hits; AID 602396;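 active means inhibition above the mean inhibition of all tested compounds plus 3 SD, cut at about 73% in these data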;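 further: 0% = DMSO wells and 100% = reporter-only cells lacking LRH-1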
TWEAK-Fn14 inh – blocks TWEAK-Fn14 interaction in a reporter cell assay; TWEAK-stimulated Fn14 reporter cells, luciferase luminescence, 8 h; inhibition, % at 10 µM; 360,000 compounds, 2% hits; in the data active means inhibition above about 50%
An asterisk follows results filed as active; . = no result given. These rows are one share of the data; rates above refer to the full screens.

SMILES	SRC1 inh	ABHD5 PLIN5 PPI	COUP-TFII inh	NOD2 RIPK2 PPI	Exocytosis inh	SRC2 inh	SRC3 inh	TLR9-MyD88 block	TROY signal inh	LRH-1 inv ag	TWEAK-Fn14 inh
O=C1NC(c2ccccc2)=NC1(NS(=O)(=O)c1ccccc1)C(F)(F)F (stereo not given)	-5	1	10	2	-3	-1	6	-1	-1	4	4
CCN(CC)CCCN=C1N[C@@H](c2cccc(C(F)(F)F)c2)C(C(=O)OC)=C(C)N1CC	-11	10	-7	-1	0	-3	-12	2	-17	9	-17
O=C(Nc1cccc(O)c1)c1cccc(S(=O)(=O)N2CCCC2)c1	-20	-3	-7	-6	3	-33	-91	12	-1	-27	-14
O=C(COC(=O)c1ccccc1C(=O)c1ccc(Cl)cc1)NCc1ccccc1	-3	1	0	9	-2	7	11	2	6	-4	12
CCOC(=O)c1nn(-c2ccccc2)c(C(=O)OCC)c1N	-1	0	5	-5	0	19	14	-11	-2	8	-7
CN1CCN(C(=O)Nc2ccc3c(c2)N(C)C(=O)c2ccccc2S3)CC1	-18	-11	13	3	-1	-28	10	-4	8	-14	4
O=C(Nc1ccccc1)C1=C[C@@H](c2ccc(Br)cc2)C[C@@H](OCCCCO)O1	-45	1	-43	-2	50	-48	-42	-4	-10	-29	-46
O=C(CN1CCCC1)Nc1nc(-c2ccc(Cl)cc2)cs1	-14	-2	.	-3	-8	.	-24	.	-32	-15	-11
Fc1cccc(NC(=S)NCc2ccc(Cl)cc2)c1	-1	4	1	-8	0	7	14	1	-3	-9	-17
C[C@@H](CSc1ccc(Br)cc1)CN1CC[C@H](C(C)(C)C)CCC1=O	1	-12	4	4	11	4	9	-7	13	-2	15
CN1CCN(c2ccc(NS(=O)(=O)c3ccc(Cl)cc3)cn2)CC1	13	2	-3	-8	2	6	11	1	3	7	0
CCOC(=O)CSc1nc2sc3c(c2c(=O)n1-c1ccccc1)CCN(C(C)C)C3	3	-11	9	1	3	-1	-33	-10	11	7	84*
COC(CNC(=O)C(=O)Nc1cc2c3c(c1)CCN3C(=O)CC2)OC	9	-2	0	2	0	-12	6	-3	25	4	4
CNC(=O)Nc1cccc2cccnc12	-10	-4	-1	3	-10	-5	18	-3	2	5	-9
CC(C)CCN1NC2(CCC(C)CC2)NC1=S (stereo not given)	-26	-6	0	-9	-7	9	9	3	3	-6	4
O=C(/C=C/c1ccc(N2CCCCC2)c([N+](=O)[O-])c1)c1ccc(S(=O)(=O)N2CCCC2)cc1	-1	10	18	-1	-2	-15	4	-10	13	-3	15
CC1(NC(=S)Nc2ccc(NC(=S)NC3(C)CCS(=O)(=O)C3)cc2)CCS(=O)(=O)C1 (stereo not given)	-22	-7	9	0	4	10	10	.	-6	16	11
Cn1c(=O)n(C)c2cc(NS(=O)(=O)c3ccc(C(C)(C)C)cc3)ccc21	5	-2	27	8	1	5	34	-5	6	30	24
CC1CCN(CCc2nc3cc(NS(=O)(=O)c4ccc(F)cc4)ccc3n2C)CC1	1	10	-24	2	-3	23	-4	-2	-7	-6	23
CCOC(=O)c1cnc(-n2nc(C)cc2C)nc1NC	-20	2	-11	5	-6	-1	-8	1	-19	-5	-3
CNc1nc(Cl)nc2ncn(C)c12	13	1	4	-6	-16	5	2	-2	-3	12	4
Cc1cc(C)n(CC(C)NC(=O)c2cc(COc3ccc(F)c(F)c3)on2)n1 (stereo not given)	-106	5	-31	-5	-1	-17	-63	2	-36	-56	-20
CC(OC(=O)c1ccc([N+](=O)[O-])o1)C(=O)Nc1nc(-c2ccc(F)c(F)c2)cs1 (stereo not given)	-101	-7	-4	2	-1	-49	-48	4	-39	-59	22
CC(=O)NS(=O)(=O)c1ccc(NC(=O)c2ccccc2F)cc1	-6	-3	-8	0	0	12	-2	-2	-2	-22	-9
CC(C)C[C@@H](CNCC(=O)[C@H](Cc1ccccc1)NC(=O)c1[nH]cnc1C(=O)N[C@@H](C)CN)NC(=O)c1nc[nH]c1C(=O)N[C@@H](CC(=O)O)C(=O)O	9	-12	0	5	-1	23	-13	5	-3	-3	14

2 compounds from above, reduced to LRH-1 inv ag, SRC3 inh and TWEAK-Fn14 inh:
Compound	LRH-1 inv ag	SRC3 inh	TWEAK-Fn14 inh
Cc1cc(C)n(CC(C)NC(=O)c2cc(COc3ccc(F)c(F)c3)on2)n1 (stereo not given)	-56	-63	-20
CC(OC(=O)c1ccc([N+](=O)[O-])o1)C(=O)Nc1nc(-c2ccc(F)c(F)c2)cs1 (stereo not given)	-59	-48	22

Additional results
SMILES	SRC1 inh	ABHD5 PLIN5 PPI	COUP-TFII inh	NOD2 RIPK2 PPI	Exocytosis inh	SRC2 inh	SRC3 inh	TLR9-MyD88 block	TROY signal inh	LRH-1 inv ag	TWEAK-Fn14 inh
CC(=O)Nc1cc(Cl)c(N=Cc2ccc(O)cc2O)cc1Cl	2	-1	-10	0	5	24	11	0	7	-11	77*
COc1ccc(Br)c(C(=O)OCC(=O)N2CCc3ccccc32)c1	-28	5	9	-2	-3	-12	14	-1	-39	8	-26
C=CCOc1nc2c(c(=O)n(C)c(=O)n2C)n1Cc1ccc(Cl)cc1	-22	0	5	-13	3	-11	18	-3	21	-19	4
CCN(CC)S(=O)(=O)c1ccc(C(=O)N2CCN(C(=O)c3ccco3)CC2)cc1	13	-15	-26	-13	0	1	-14	-2	-7	0	-14
O=C(Nc1ccc(-n2cnnn2)cc1)c1cccc(S(=O)(=O)N2CCCC2)c1	-4	0	18	10	4	-2	6	-2	9	12	-13
c1ccc(Nc2nc3ccccc3[nH]2)nc1	-69	1	-42	7	0	-99	-63	-8	-22	-76	-16
COc1ccc(Nc2ccc(N3C(=O)CCCC3=O)cc2[N+](=O)[O-])c(OC)c1	-10	3	-9	-5	-1	7	-4	2	7	3	-5
COc1ccc(CNC(=O)C(=O)N2CCC3(CC2)OCCN3S(=O)(=O)c2ccc(C)cc2)cc1	-27	-8	-5	-6	8	-2	16	-4	0	4	-13
CC(C)(C)OC(=O)n1cccc1/C=C1\c2ccccc2C(=O)N1c1ccccc1	-11	8	.	41*	-3	.	-3	-2	-8	-4	22
COc1ccc(-c2cc(CNC(=O)CN3CCN(C)CC3)on2)cc1	-2	10	8	-4	-1	-5	-6	1	-7	-5	-9
Cc1ccc(S(=O)(=O)N2CCCCC2)cc1NC(=O)c1cccs1	7	4	3	-16	-5	2	10	0	-11	15	18
COc1ccc(NC(=O)COC(=O)c2ccc(S(=O)(=O)N3CCCCCC3)cc2)c(OC)c1	-7	4	6	-13	-3	-13	-2	-5	-12	-2	11
O=C(N/N=C/c1ccc2ncccc2c1)c1cccc([N+](=O)[O-])c1	5	1	2	7	-6	-3	-44	-5	-63	19	3
CN(C)S(=O)(=O)c1ccc(NC=C(C#N)C#N)cc1	13	6	3	2	36	-11	7	3	9	15	5
Cn1c(Cc2ccccc2)nnc1SCC(=O)N1CCOCC1	-17	3	-7	-3	-1	2	-16	-5	-14	-4	16
CCOC(=O)Nc1nc(C)c(C(=O)c2ccc(Cl)cc2)s1	16	4	2	-38	-1	-10	-2	-3	.	-2	30
CC(C)CC(NC(=O)C1CCCN1C(=O)OC(C)(C)C)C(=O)NCC(N)=O (stereo not given)	-17	-7	-3	-8	4	-26	0	-8	9	1	11
C=CCOC(=O)/C(=C\c1ccc(OC)cc1)NC(=O)c1ccco1	-14	2	5	-1	-6	-2	5	-6	8	12	-15
COc1nccc(-c2ccc(F)cc2)c1C#N	4	3	-8	-7	-7	-6	-13	3	-14	-19	10
O=C(NCCN1CCOCC1)c1ccccc1N1C(=O)[C@@H]2Cc3c([nH]c4ccccc34)C(c3ccccc3)N2C1=O (stereo not given in full)	3	2	-3	0	3	-9	1	-5	-5	11	13
N#CC(C#N)=C1C(=O)N(CCN2CCOCC2)c2ccccc21	-4	-6	-3	-4	17	11	0	2	1	-7	15
O=C(O)c1cc(S(=O)(=O)Nc2ccc3cn[nH]c3c2)ccc1Br	-4	-2	4	8	0	8	-1	2	-9	12	11
CC(=O)c1ccc(N2CCN(C(=S)NCc3ccco3)CC2)cc1	4	6	-16	-8	-1	16	5	-12	13	6	8
Cc1ccc(-c2nc(C=Nc3ccc(O)cc3)c(O)o2)cc1	-42	1	-54	16	-2	-7	-11	12	-16	-91	64*
O=C(COc1ccccc1[N+](=O)[O-])N(Cc1cccc(Br)c1)C1CCS(=O)(=O)C1 (stereo not given)	-19	-8	-21	-10	-1	5	-22	-5	-16	17	4

Further entries follow:
SMILES	SRC1 inh	ABHD5 PLIN5 PPI	COUP-TFII inh	NOD2 RIPK2 PPI	Exocytosis inh	SRC2 inh	SRC3 inh	TLR9-MyD88 block	TROY signal inh	LRH-1 inv ag	TWEAK-Fn14 inh
O=C1C2CCCN2C(c2ccccc2)N1c1cccc(Cl)c1 (stereo not given)	0	-4	-27	-7	-2	-1	15	-8	-10	9	1
CNCC(O)COc1cccc(OC)c1 (stereo not given)	-18	-4	20	-1	-4	1	14	-6	12	-10	-2
COc1ccc(N2CCN(S(=O)(=O)CCNC(=O)Cc3ccc([N+](=O)[O-])cc3)CC2)cc1	10	68*	5	-16	0	-6	-16	-6	7	11	25
CCOc1ccc(-c2c(C(=O)N/N=C(\C)c3cccs3)nnn2-c2nonc2N)cc1	-27	1	8	-12	-1	-16	23	-3	-4	3	-44
Cc1ccc(OCC(=O)Nc2ccc(N3CCN(C(=O)c4ccc(C)cc4)CC3)cc2)cc1	3	-2	13	3	0	9	0	14	10	-11	-2
CC(C)(C)SCCNC(=O)CN(c1ccccc1)S(=O)(=O)c1ccccc1	3	2	5	1	2	-12	-13	1	-26	-11	13
CCNc1cc(O)ccc1C	-6	-2	.	1	0	.	8	0	5	-11	12
N#Cc1ccc(-c2ccc(F)cc2)nc1Oc1ccccc1	-12	-3	-20	-10	17	11	7	0	-28	9	-6
OCC[C@@H]1C[C@@H](O)[C@H](O)[C@@]2(OCc3ccccc32)O1	3	-5	2	-8	-16	0	6	1	-4	9	8
CCN(CC)S(=O)(=O)c1cccc(NC(=O)CN2C(=O)c3ccc([N+](=O)[O-])cc3C2=O)c1	-1	5	11	-15	-6	-12	8	-1	13	2	-13
COc1ccc(-c2oc3ccccc3c(=O)c2OCC(=O)O)cc1	2	5	-4	7	-2	-23	13	-4	-4	14	18
CCOC(=O)C1(Cc2ccccc2C#N)CCCCC1=O (stereo not given)	-2	2	6	-11	3	-3	3	0	5	-11	3
CC(C)=CC(=O)Nc1nnc(C)s1	-31	1	-11	-11	2	-1	-14	1	-27	-12	2
COc1ccc(C(=O)N[C@H](C(=O)OCc2nc3ccsc3c(=O)[nH]2)C(C)C)cc1	2	-9	-2	-11	0	8	-19	10	7	19	-1
COC(=O)c1ccc(C(=S)N2CCCCC2)cc1	5	-2	20	-4	-1	-24	11	7	-12	-3	-24
Cc1cccc(N(C(=O)Cn2nnc3ccccc32)C(C(=O)NCc2ccco2)c2ccncc2)c1C (stereo not given)	-6	6	14	8	-4	-10	-12	-4	-13	-10	7
COc1ccc(CC(NC(C)=O)C(=O)NC2CCN(c3c4c(nc5ncnn35)CCC4)CC2)cc1 (stereo not given)	-11	4	-2	12	-3	-10	9	-10	-4	-6	-5
CC(=O)NC1=NN(C(C)=O)C2(S1)C(=O)N(C(C)C)c1ccc(C)cc12 (stereo not given)	-31	-4	18	-2	1	-2	-6	-1	-8	-26	16

Single entries from the entries so far:
CCOC(=O)C1(Cc2ccccc2C#N)CCCCC1=O (stereo not given) – ABHD5 PLIN5 PPI: 2
CNCC(O)COc1cccc(OC)c1 (stereo not given) – LRH-1 inv ag: -10

Assay outcomes as filed in PubChem.
